Screens as filed in PubChem.
M. tuberculosis GlmU: inhibition of mycobacterial GlmU enzyme – biochemical, glucosamine-1-phosphate acetyltransferase (AID 1376); M. tuberculosis GlmU acetyltransferase enzyme assay; higher % means a stronger effect; inhibition, %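 (tested at 30 µM in the primary screen)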, or IC50 in µM where a hit was titrated; 0.25% of 220,000 active; in the data active = inhibition above about 13%;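 note: 0% = complete reaction with vehicle and 100% = reaction without substrate; strong numbers were not always called active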
Mtb RmlCD inh: blocks M. tuberculosis RmlC and RmlD coupled enzymes. P9WH09+P9WH11. RmlC+RmlD coupled enzyme assay, percent inhibition; primary screen in compound mixtures. inhibition, % at 3.6 µM. 0.03% of 160,000 active; in the data active = inhibition mostly above about 34%, no sharp cut-off; note: some results filed as inactive read as strong as hits
Target sequence (P9WH09 whole entry, looked up): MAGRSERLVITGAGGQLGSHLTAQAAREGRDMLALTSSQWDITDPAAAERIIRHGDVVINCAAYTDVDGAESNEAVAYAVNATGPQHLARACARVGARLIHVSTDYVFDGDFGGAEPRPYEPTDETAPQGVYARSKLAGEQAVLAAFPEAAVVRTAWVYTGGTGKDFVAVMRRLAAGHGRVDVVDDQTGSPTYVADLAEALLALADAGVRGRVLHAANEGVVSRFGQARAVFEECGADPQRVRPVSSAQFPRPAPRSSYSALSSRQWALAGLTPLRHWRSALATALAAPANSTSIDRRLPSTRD
Target sequence (P9WH11 whole entry, looked up): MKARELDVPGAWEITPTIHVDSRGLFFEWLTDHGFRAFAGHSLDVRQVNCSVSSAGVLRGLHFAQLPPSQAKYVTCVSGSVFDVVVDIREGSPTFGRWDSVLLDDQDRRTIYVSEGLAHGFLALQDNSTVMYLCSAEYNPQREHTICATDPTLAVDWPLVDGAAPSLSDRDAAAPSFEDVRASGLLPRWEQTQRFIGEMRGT
Numbers without * were called inactive; nt = no result given; & = joins results of further samples.

SMILES | M. tuberculosis GlmU | Mtb RmlCD inh
COc1ccc(CCNC(=O)CSCc2ccc(F)cc2)cc1OC | 4.1% | 6
CC(C)CN1CCN(Cc2nc(C(C)C)cs2)CC1CCO (configuration not stated) | 4.2% | nt
CCc1nnc(N2C(=O)c3ccccc3C2(O)c2ccccc2)s1 (configuration not stated) | 2.3% | 35
COc1ccc(Cl)cc1C(=O)CSc1nnnn1C | -2.1% | 15
O=C(Nc1ccc(N2CCN(C(=O)c3ccccc3)CC2)cc1)c1ccc([N+](=O)[O-])o1 | 0.6% | -6
CC(C)(C)c1cnnn1-c1ccc(NC(=O)c2ccc3c(c2)OCO3)cc1 | 2.6% | 6
Cc1c(C(=O)O)sc(=S)n1-c1ccccc1 | 7.5% | nt
Cc1cnn(C(=S)NCCc2ccccc2)c1 | 2.9% | 13
O=C(CCSc1ccccc1)N1CCN(C(=O)c2ccco2)CC1 | -0.9% | nt
COc1ccc(-c2[nH]ncc2C=O)cc1OC | 1.9% | -20
O=S(=O)(c1cccc(C(F)(F)F)c1)N1CCCC1c1cccnc1 (configuration not stated) | -3.5% | 13
CCC(Cc1ccccc1)NC(=O)Cn1ncc2ccsc2c1=O (configuration not stated) | 2.7% | -6
Cc1c(NC(=O)Nc2ccccc2Cl)sc(=S)n1C | 3.1% | nt
COc1ccccc1CC(=O)NCC(c1ccco1)N1CCCCC1 (configuration not stated) | -2.7% | -9
Cc1onc(-c2ccccc2Cl)c1C(=O)NC(=S)NCC(=O)c1ccccc1 | 1.2% | nt
CC(Sc1nnnn1C1CCCCC1)C(=O)O (configuration not stated) | 3.1% | 1
O=C1c2ccccc2C(=O)N1CCc1nc2ccccc2c(=O)n1-c1ccccn1 | -4.8% | -10
CC(=O)Nc1ccc(C(=O)OCC(=O)/C(C#N)=C(\C)N)cc1 | 0.7% | nt
O=C(c1ccco1)N1CCN(C(c2ccccc2Cl)c2nnnn2CC2CCCO2)CC1 (configuration not stated) | -8.1% | 61
COc1cc(/C=N/NC(=O)COc2ccc(Cl)cc2)ccc1OS(=O)(=O)c1ccc(C)cc1 | 0.5% | -1
Cc1ccc(-n2c(SCC(=O)N/N=C/c3c(C)nn(-c4ccccc4)c3C)nc3ccccc3c2=O)cc1 | -2.8% | 6
COc1ccccc1CNC(=S)NC1CCCC1 | -1.5% | -7
CCc1ccc(N2C(=O)NC(=O)/C(=C/c3cccn3CCOc3ccc(C)cc3)C2=O)cc1 | 4.3% | 17
CCOC(=O)C1=C(C)N=C2SCCC(=O)N2C1c1sccc1C (configuration not stated) | -1.2% | nt
CCCCn1nnnc1SCC(=O)NCc1ccco1 | nt | 5

Molecules listed so far containing two or more sulfur atoms (three):
SMILES | M. tuberculosis GlmU | Mtb RmlCD inh
Cc1c(C(=O)O)sc(=S)n1-c1ccccc1 | 7.5% | nt
Cc1c(NC(=O)Nc2ccccc2Cl)sc(=S)n1C | 3.1% | nt
CCOC(=O)C1=C(C)N=C2SCCC(=O)N2C1c1sccc1C (configuration not stated) | -1.2% | nt

Next structures follow:
SMILES | M. tuberculosis GlmU | Mtb RmlCD inh
CCN(CC)S(=O)(=O)c1ccc(NC(=O)c2cc(C(=O)OC)cc([N+](=O)[O-])c2)cc1 | -1.4% | -1
O=[N+]([O-])c1ccc(N2CCOCC2)nc1 | -4.4% | -2
Cc1ccc[n+](CC(=O)c2ccc(-c3ccccc3)cc2)c1 | -1.1% | 4
Cc1cc(NC(=O)CSc2nc3ccccc3n2CC(=O)N2CCC(C)CC2)no1 | -2.0% | nt
CC(C)(C)Cc1cc(N)on1 | -3.6% | nt
Cc1ccccc1C(=O)Nc1ccnc(-c2ccncc2)n1 | 7.1% | -2
CSc1nc(-c2ccc(Cl)cc2Cl)[nH]c(=O)c1C#N | 5.6% | nt
Cn1c(-n2c(-c3ccco3)nc3ccccc3c2=O)nc2ccccc21 | 0.6% | -7
Cc1nc(N2CCCCC2)c(C#N)c(C)c1[N+](=O)[O-] | -1.0% | nt
Cc1[nH]c2ccccc2c1C(=O)CSc1nc2ccccc2c(=O)n1-c1ccccc1F | 1.1% | nt
OCC(CO)(CO)n1cnnn1 | 2.3% | nt
NC(=O)NC1CCCc2c1[nH]c1ccc(Cl)cc21 (configuration not stated) | 8.3% | 6
Cc1cccn2c(CN3CCNC(=O)CC3)c(C(=O)N(C)CCc3ccccc3)nc12 | 0.1% | 8
C/C(=N\O)C(=O)Nc1ccccc1 | 1.6% | 20
CCc1nnc(NS(=O)(=O)c2ccc(NC(=S)NC(=O)/C=C/c3ccc([N+](=O)[O-])cc3)cc2)s1 | -4.4% | -1
CCOC(=O)c1sc(NC(=O)CCN2CC(C)OC(C)C2)c(C(=O)OCC)c1C (configuration not stated) | nt | 8
O=C(CSc1ccc2nnc(CCNC(=O)c3ccccc3)n2n1)Nc1ccccc1 | -1.0% | -10
CCN(CC)CC(=O)c1c[nH]c2ccccc12 | 1.0% | -4
COc1ccc(S(=O)(=O)N2CCCC2c2cccs2)cc1 (configuration not stated) | 0.0% | -11
CCCn1nnnc1NCc1ccc(Cl)cc1Cl | 3.5% | nt
COc1ccc(C(=O)OCC(=O)NC(=O)NC2CCCC2)c(O)c1 | -6.5% | 13
O=C(CN1C(=O)S/C(=C/c2cc(Br)cs2)C1=O)N1CCOCC1 | 4.8% | -11
CCCc1nc(SC2CCCC2)c2c(=O)n(C)c(=O)n(C)c2n1 | -0.8% | -10
O=C(CSc1nnc2c(n1)[nH]c1ccc(F)cc12)OCc1ccccc1 | -3.9% | 0
O=C(NCC(=O)N(Cc1cccs1)C(C(=O)NC1CCCCC1)c1ccco1)c1cccs1 (configuration not stated) | -4.2% | nt
SMILES | M. tuberculosis GlmU | Mtb RmlCD inh
O=C(Cn1cc2c(n1)CCCC2)N1CCc2ccccc21 | 8.3% | 4
COc1ccc(-c2nn(-c3ccccc3)cc2C(=O)n2nnc3ccccc32)cc1 | -1.4% | 6
O=C1OCc2ccc(NC(=O)c3sccc3Cl)cc21 | 2.0% | 4
CN(C)Cc1ccc(F)cc1Sc1ccc(Cl)cc1Cl | -3.8% | 28
Cn1c(=O)c2c(nc(Sc3nc4ccccc4n3CC(=O)N3CCCCC3)n2C)n(C)c1=O | 4.7% | 10
O=C(O)CN(c1ccccc1)S(=O)(=O)c1cc(C(F)(F)F)cc(C(F)(F)F)c1 | nt | 2
Cc1ccc(-c2csc(C3=C(O)CN(NC(=O)c4ccc([N+](=O)[O-])cc4)C3=N)n2)cc1 | -0.5% | 5
CC1CN(CC(=O)Nc2cc(S(=O)(=O)N3CCCC3)ccc2Cl)CC(C)O1 (configuration not stated) | -9.6% | 6
CCOc1ccc(CCn2c(-c3ccco3)nc3ccccc3c2=O)cc1OCC | 0.2% | 4
CCN(CC)S(=O)(=O)c1ccc(NC(=O)CSc2nnc(-c3ccc(F)cc3)o2)cc1 | -6.0% | nt
COc1ccc(C2CC3(CC(C)(C)NC(=S)N3)Oc3cc(O)cc(C)c32)cc1 (configuration not stated) | 2.3% | nt
COc1cccc(N2C(=O)NC(=O)/C(=C/c3ccc([N+](=O)[O-])s3)C2=O)c1 | 4.4% | 11
O=[N+]([O-])c1ccc2nc(-c3ccncc3)[nH]c2c1 | 0.5% | 40
COCCOC(=O)CSc1ncccc1-c1nc2cc(C)c(C)cc2[nH]1 | 2.2% | -8
CC(=O)OCc1c(C(F)(F)F)nn(C)c1Oc1cccc(C(F)(F)F)c1 | -0.3% | nt
CCOc1ccc(N/C=C/C(=O)c2ccccc2)c([N+](=O)[O-])c1 | -3.6% | 37
COCC(=O)N(Cc1cc2cc(OC)ccc2[nH]c1=O)c1ccccc1OC | 7.2% | -2
CNS(=O)(=O)c1ccc(OC)c(-c2nnc3c4ccccc4c(C)nn23)c1 | 1.5% | nt
O=C(Cc1ccccc1)NC(=S)Nc1cc(C(F)(F)F)ccc1Cl | 0.5% | nt
C=CCn1c(=O)c(C(=O)Nc2ccccc2C(=O)OCC)c(O)c2ccccc21 | 1.5% | 0
COc1ccc(S(=O)(=O)N2CCC(C(=O)NCc3cccs3)CC2)cc1 | -7.3% | -2
CN(C)C(=O)CSc1nnc(CCN)o1 | -4.9% | 7
COc1cc(CN2CCC(C(=O)N3CCCC(C)C3)CC2)cc(OC)c1O (configuration not stated) | -6.0% | nt
c1ccc2c(c1)Nc1cc3ccccc3cc1S2 | -1.2% | nt
CC1=NN(Cc2c(C)nn(Cc3ccccc3)c2C)C(C)(C)C1 | 2.2% | 10
SMILES | M. tuberculosis GlmU | Mtb RmlCD inh
O=C(N/N=C/c1ccc([N+](=O)[O-])cc1)c1cc(-c2ccc3c(c2)OCO3)n[nH]1 | 4.9% | -10
C=CCNC(=S)Nc1sc2c(c1C#N)CCCC2 | 4.3% | -34
O=c1c2ccccc2nnn1CSc1nc2cc(Cl)ccc2c(=O)n1Cc1ccco1 | -2.9%&-2.8% | nt
CNC(=S)NNc1nc(N2CCOCC2)nc(N2CCOCC2)n1 | -4.6% | 15
O=C(Nc1ccccc1F)c1ccc(S(=O)(=O)NCC2CCCO2)cc1 (configuration not stated) | 2.5% | 0
COc1ccc(NC(=O)COC(=O)C2CCCCC2)c([N+](=O)[O-])c1 | -2.4% | 6
Cc1ccnc(NS(=O)(=O)c2ccccc2)n1 | 3.5% | nt
Cc1ccc2nsnc2c1S(=O)(=O)Nc1cccc2nsnc12 | 0.6% | -11
Cc1nc2ccc(NC(=O)c3cccc(S(=O)(=O)N(C)c4ccccc4)c3)cc2s1 | 0.8% | 5
CC(C)N1C(=O)/C(=C\c2nc3ccccc3c(=O)n2-c2ccccc2)c2ccccc21 | -6.9% | 6
Cc1ccc(-n2nc(C)c3c(C)c(CCC(=O)NCc4ccccc4)c(C)nc32)cc1 | 3.1% | nt
CN(c1ccccc1)S(=O)(=O)c1ccc(NC(=S)NC(=O)c2ccccc2)cc1 | 0.7% | 7
O=C(N/N=C/c1cc(Cl)cc([N+](=O)[O-])c1O)c1ccccc1NS(=O)(=O)c1cccs1 | 11% | -8
Cc1ccc(S(=O)(=O)N(CCCO)CC(O)CON=C2c3ccccc3-c3ccccc32)cc1 (configuration not stated) | 2.7% | -9
CCOC(=O)Cn1c(CN(Cc2ccccc2)Cc2ccccc2)nc2c1c(=O)n(C)c(=O)n2C | -0.4% | nt
O=C(c1cccc(S(=O)(=O)N2CCCC2)c1)c1nnc(-c2ccncc2)o1 | 4.0% | nt
CCCCNC(=O)/C=C/c1ccc(S(=O)(=O)Nc2ccc(OC)cc2)cc1 | -2.0% | 11
CCC(C)C(=O)Nc1cc([N+](=O)[O-])ccc1Cl (configuration not stated) | -0.8% | 2
Cc1cccc2cc(CN(Cc3ccccc3)C(=O)c3cccc(F)c3)c(Cl)nc12 | -5.2% | nt
CCC(=NCCc1c(C)[nH]c2ccccc12)C1=C(O)CC(c2ccccc2)CC1=O (configuration not stated) | -0.1% | -2
Cc1n[nH]c(=S)n1-c1ccc(Cl)cc1 | -2.1% | 2
CC(=O)NC(N(C#N)c1nc(Cl)nc(N(C)C)n1)C(Cl)(Cl)Cl (configuration not stated) | -4.1% | -8
CCC(=O)N1CCN(c2cc(C)ccc2C)CC1 | 1.1% | nt
N#CC1=C(N)NC(=S)C(C(N)=O)C1c1ccc(Cl)cc1Cl (configuration not stated) | 0.1% | 6
O=C(Nc1ccccc1F)Oc1cccc(OC(=O)Nc2ccccc2F)c1 | -1.5% | nt

Exported as comma-separated lines: entries from further up
compound,M. tuberculosis GlmU,Mtb RmlCD inh
CCC(=NCCc1c(C)[nH]c2ccccc12)C1=C(O)CC(c2ccccc2)CC1=O (configuration not stated),-0.1%,-2
CC(C)N1C(=O)/C(=C\c2nc3ccccc3c(=O)n2-c2ccccc2)c2ccccc21,-6.9%,6
O=C(Nc1ccccc1F)Oc1cccc(OC(=O)Nc2ccccc2F)c1,-1.5%,nt
Cc1n[nH]c(=S)n1-c1ccc(Cl)cc1,-2.1%,2
Cc1ccc2nsnc2c1S(=O)(=O)Nc1cccc2nsnc12,0.6%,-11

Following part.
SMILES | M. tuberculosis GlmU | Mtb RmlCD inh
CCCCN(C)CCNC(=O)C(NC(=O)C1CCC(C)CC1)C(C)C (configuration not stated) | 6.7% | -8
CCOP(=O)(OCC)C(NC(=O)Nc1ccc(C)cc1)C(N)=O (configuration not stated) | 5.3% | 16
COc1ccc(NC(=O)C2CC(=O)N(c3cc(C)ccc3C)C2)cc1 (configuration not stated) | 1.0% | 8
O=c1c2nccnc2[nH]c(=S)n1Cc1ccccc1Cl | 0.1% | -9
Cc1ccc(S(=O)(=O)/C(C#N)=C/c2c(N3CCN(C)CC3)nc3ccccn3c2=O)cc1 | 2.9% | nt
O/N=C1/CCCCc2sccc21 | -3.2% | nt
O=C(CCl)N(c1ccc(Cl)cc1)c1c[nH]c2ccccc12 | 5.0% | nt
CCOc1ccc(N(CC(=O)NCC2CCCO2)S(=O)(=O)c2ccc(OC)c(OC)c2)cc1 (configuration not stated) | 8.1% | 17
c1ccc2c(c1)[nH]c1ccccc12 | 4.2% | nt
C=CCc1cc(/C=N\NC(=O)CSc2nnc(CCCc3ccc(OC)c(C)c3)o2)cc(OC)c1O | -3.5% | -16
Cn1cc(Cl)c(-c2n[nH]c(=S)n2-c2ccc(F)cc2)n1 | 3.7% | nt
O=C(NCCN1CCN(Cc2ccccc2Cl)CC1)Nc1ccccc1 | 6.7% | nt
Cc1nc2ccccc2c(=O)n1CC(=O)N1CCOCC1 | 2.7% | 10
COc1ccc(-n2nnc3c(SCC(=O)NCc4ccco4)ncnc32)cc1 | -1.1% | nt

Filtered by structure, the entries above containing a tert-butyl group.
SMILES | M. tuberculosis GlmU | Mtb RmlCD inh
CC(C)(C)c1cnnn1-c1ccc(NC(=O)c2ccc3c(c2)OCO3)cc1 | 2.6% | 6
CC(C)(C)Cc1cc(N)on1 | -3.6% | nt

Some of the compounds tested (hit frequency here may not be typical).
